Screening data: PubChem BioAssay, Broad Institute
PGC1a acetyl inh = modulators of PGC1a acetylation; actives 0.17% (n = 350,000); inhibition, % at 15.6 µM; U2OS PGC1a acetylation, AlphaScreen anti-acetyl-lysine; with virally co-expressed GCN5 acetyltransferase;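 active means every replicate shows inhibition of at least 40%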;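 further: 0% = neutral control wells and 100% = positive control wells; some results beyond the cut were filed as inactive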
S100A4 inh HTS = inhibitors of human S100A4 binding to myosin IIA peptide | actives 0.14% (n = 360,000) | S100A4/TAMRA-MyoIIA peptide fluorescence polarization | AID 652163 | inhibition, % at 10.7 µM | P26447;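 active means mean inhibition of at least 70% across replicates, with every replicate also reaching that level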
Target sequence (P26447 whole entry, looked up): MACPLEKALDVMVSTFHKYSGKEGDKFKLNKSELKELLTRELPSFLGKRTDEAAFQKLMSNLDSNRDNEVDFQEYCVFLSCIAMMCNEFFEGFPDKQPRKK
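System – human S100A4 monomer protein, biochemical binding assay · Buffer or medium – Calcium-containing HEPES buffer, pH 7.2 · Timing – 5 min between mix addition and reading · Also added – TAMRA-labelled myosin IIA heavy-chain peptide probe, 5 nM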
C2C12 statin = suppressors of simvastatin-induced myotoxicity in C2C12 myotubes | ATP luminescence, 48 h; scaled: DMSO 0, geranylgeraniol control 100 | actives 0.78% (n = 330,000) | AID 602340 | rescue of ATP level, % at 7.49 µM;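 active means mean ATP rescue above about 67%, or every replicate alone reaching that limit, limit read from the data, passing the limit was not always enough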;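 further: myotubes were challenged with 10 µM simvastatin during compound exposure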
Xi reactivation = reactivates the inactive X chromosome in mouse fibroblasts | XiGFP mouse fibroblasts, % GFP-positive cells imaging, 3 d; cells co-treated with 5-aza-dC sensitizer; scaled so ellipticine positive control = 100% | activation, % at 7.58 µM | actives 0.055% (n = 360,000) | AID 743238;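 active means mean normalized replicate activation at least 10% and every replicate at or above 10%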;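 further: 0% = median of on-plate neutral control wells and 100% = ellipticine 6 µM median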
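System: SV40-immortalized XiGFP fibroblast cells, line 68-5-11 / Incubation: 3-day compound exposure, then 15 min fixation at room temperature / Compound: single concentration per compound, delivered by pin transfer / Buffer or medium: DMEM plus 5-aza-dC sensitizer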
SIRT5 inh = blocks human SIRT5 desuccinylation of peptide | inhibition, % at 15 µM | Q9NXA8 | Purified SirT5, succinyl-peptide AMC, trypsin-coupled fluorescence | actives 1.1% (n = 330,000); in the data active means inhibition above about 15%
ERAP1 HTS inh = blocks human ERAP1 aminopeptidase activity; actives 0.15% (n = 340,000); inhibition, % at 10.7 µM; recombinant ERAP1, Leu-AMC fluorescence, 60 min; Q9NZ08;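 active means mean replicate inhibition of at least 30%, or all replicates individually reaching that 30% level; inactive means mean below 30% and not every replicate reaching it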;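 further: 0% = neutral control wells and 100% = L-leucinethiol positive control wells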
Target sequence (Q9NZ08 whole entry, looked up): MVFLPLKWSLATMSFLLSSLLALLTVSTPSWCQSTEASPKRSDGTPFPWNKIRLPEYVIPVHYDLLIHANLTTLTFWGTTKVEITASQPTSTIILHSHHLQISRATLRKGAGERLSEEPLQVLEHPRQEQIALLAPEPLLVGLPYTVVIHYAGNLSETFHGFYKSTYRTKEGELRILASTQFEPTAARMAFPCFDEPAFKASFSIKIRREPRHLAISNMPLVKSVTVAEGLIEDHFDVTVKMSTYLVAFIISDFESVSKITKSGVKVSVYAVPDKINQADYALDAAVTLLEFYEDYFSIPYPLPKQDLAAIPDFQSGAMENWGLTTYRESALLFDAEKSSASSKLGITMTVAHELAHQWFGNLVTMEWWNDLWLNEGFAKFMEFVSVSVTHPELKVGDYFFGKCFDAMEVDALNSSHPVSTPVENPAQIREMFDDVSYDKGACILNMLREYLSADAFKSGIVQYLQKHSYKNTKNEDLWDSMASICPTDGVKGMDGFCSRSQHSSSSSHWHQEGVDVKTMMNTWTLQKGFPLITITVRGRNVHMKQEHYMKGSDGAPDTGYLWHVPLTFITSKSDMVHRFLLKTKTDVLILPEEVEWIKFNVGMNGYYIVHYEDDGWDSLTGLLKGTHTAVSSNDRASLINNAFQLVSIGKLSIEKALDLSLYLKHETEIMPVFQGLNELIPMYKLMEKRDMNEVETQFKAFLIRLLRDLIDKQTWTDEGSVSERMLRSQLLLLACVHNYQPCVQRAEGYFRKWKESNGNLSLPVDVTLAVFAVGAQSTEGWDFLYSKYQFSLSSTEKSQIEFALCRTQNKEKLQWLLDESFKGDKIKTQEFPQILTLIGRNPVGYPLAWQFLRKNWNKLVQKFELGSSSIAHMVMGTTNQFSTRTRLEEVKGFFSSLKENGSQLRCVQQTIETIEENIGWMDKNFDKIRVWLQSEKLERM
Cneo AK release = Cryptococcus neoformans lysis via adenylate kinase release; C. neoformans lysis, adenylate kinase release luminescence, 4 h; normalised: neutral wells 0, clomiphene wells 100; lysis activity, % at 15 µM; actives 0.2% (n = 360,000);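 active means mean lysis activity across replicates of at least 80%, whatever share of replicates individually reach that level; inactive means mean lysis activity below 80%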
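Material – Cryptococcus neoformans yeast cells · Quantity – 5 × 10^6 yeast cells/mL · Buffer or medium – YPD medium · Compound – single dose · Timing – 4 h static compound exposure, 37 °C, read 1 h post-reagent · Signal – adenylate kinase release luminescence · Read-out basis – lysis from increased AK signal · Benchmarks – Clomiphene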
LGR2 antag = inhibitors of bursicon-induced Drosophila LGR2 receptor cAMP signaling; HEK293 LGR2, CRE-luciferase, bursicon-stimulated, 4 h; inhibition, % at 9.99 µM; actives 0.35% (n = 380,000);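 active means drop in luminescence signal, shown as inhibition above about 50% in the replicate tests, limit read from the data, passing the limit was not always enough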;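 further: agonist challenge used bursicon conditioned medium at about half maximal strength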
Active calls of the source: *; & = joins results of further samples. Only part of the results is shown; rates above refer to the full screens.

O=C(CC1CC1)N1CC(=O)N2[C@H](CO)[C@@H](c3ccc(C#Cc4ccccc4)cc3)[C@H]2C1 was read as PGC1a acetyl inh -0.3, S100A4 inh HTS 6.2, Xi reactivation 0.1, SIRT5 inh 0.9, ERAP1 HTS inh -0.3 and LGR2 antag 6.0.
For CN1C(=O)c2cc(NC(=O)Nc3ccccc3F)ccc2OC[C@@H]2O[C@H](CC(=O)NCCc3ccncc3)CC[C@@H]21 the results were PGC1a acetyl inh -1.8, S100A4 inh HTS 5.3, C2C12 statin -22.7, Xi reactivation 0.1, SIRT5 inh -1.0, ERAP1 HTS inh 0.1, Cneo AK release 2.1 and LGR2 antag -0.6.
CCC(=O)N[C@H]1CC[C@H](CC(=O)NCc2ccc(OC)cc2)O[C@H]1CO was read as PGC1a acetyl inh -5.1, S100A4 inh HTS -8.8, C2C12 statin -0.8, Xi reactivation -0.4, SIRT5 inh 0.0, ERAP1 HTS inh -1.5, Cneo AK release 0.0 and LGR2 antag -3.9.
`C[C@@H]1CN([C@H](C)CO)C(=O)Cc2cc(NS(=O)(=O)c3cn(C)cn3)ccc2O[C@@H]1CN(C)S(=O)(=O)c1cccs1` gave PGC1a acetyl inh 11.7, S100A4 inh HTS -22.0, C2C12 statin 17.1, Xi reactivation -1.1, SIRT5 inh 0.7, ERAP1 HTS inh -0.6, Cneo AK release -3.0 and LGR2 antag -5.3.
Cc1nn(C)c(C)c1CNC(=O)c1cc2n(n1)C(C(F)(F)F)CC(c1cccs1)N2 (stereo unspecified) was read as S100A4 inh HTS 1.0, SIRT5 inh 1.6, ERAP1 HTS inh 3.5 and LGR2 antag 6.6.
Screening CC1CCCCC12NC(=O)N(CC(=O)N(C)Cc1nc3ccccc3c(=O)[nH]1)C2=O (stereo unspecified) returned PGC1a acetyl inh -1.9, S100A4 inh HTS 0.5, C2C12 statin -1.3, Xi reactivation 1.2, SIRT5 inh -1.3, ERAP1 HTS inh -1.4, Cneo AK release -0.1 and LGR2 antag 5.8.
For Cc1ccc(S(=O)(=O)Nn2cnnc2)cc1 the results were S100A4 inh HTS 3.4, Xi reactivation 0.0, SIRT5 inh -1.4 and LGR2 antag 1.6.
Screening O=S(=O)(c1cccs1)N1CCCCN2[C@H](CO)[C@H](c3ccc(-c4ccccc4)cc3)[C@H]2C1 returned PGC1a acetyl inh -6.6, S100A4 inh HTS -8.9, C2C12 statin -12.1, Xi reactivation 0.2, SIRT5 inh 7.0, ERAP1 HTS inh 0.1, Cneo AK release 2.0 and LGR2 antag 17.8.
Screening Cn1c(=O)c([N+](=O)[O-])c(NCCCn2ccnc2)c2ccccc21 returned PGC1a acetyl inh -13.0, S100A4 inh HTS -1.4, C2C12 statin 12.7, Xi reactivation 0.1 and LGR2 antag 16.4.
For C/C(=N/NC(=O)CNc1ccc(C)cc1)c1ccc(Cl)cc1 the results were PGC1a acetyl inh 5.8, C2C12 statin 15.6, Cneo AK release 4.9 and LGR2 antag 11.9.
`CC(=O)c1cccc2c1OC(C)C(=O)N2Cc1ccc(Cl)cc1` (stereo unspecified) gave PGC1a acetyl inh -1.6, S100A4 inh HTS 0.3, C2C12 statin 24.6, Xi reactivation 0.0, SIRT5 inh -5.0, ERAP1 HTS inh 14.0, Cneo AK release -0.1 and LGR2 antag -0.2.
O=C(Cc1c[nH]c2ccccc12)Nc1ccc(Nc2cccnc2)c(-c2ccc(Oc3ccccc3)cc2)c1 was read as S100A4 inh HTS 2.4, Xi reactivation 0.3, ERAP1 HTS inh -3.3 and LGR2 antag 18.2.
`COc1ccc(CNC(=O)C[C@H]2C[C@H](C(=O)N3CCOCC3)[C@@]3(C)c4[nH]c5ccc(Cl)cc5c4CCN3C2=O)cc1OC` gave PGC1a acetyl inh 6.6, S100A4 inh HTS 0.8, C2C12 statin -2.5, Xi reactivation 0.0, SIRT5 inh -0.6, ERAP1 HTS inh -9.6, Cneo AK release 1.7 and LGR2 antag -3.5.
Screening Cc1ccc(S(=O)(=O)Nc2ccc3c(c2)C(=O)N([C@H](C)CO)C[C@H](C)[C@@H](CN(C)S(=O)(=O)c2ccc(F)cc2)OCCCC[C@H](C)O3)cc1 returned PGC1a acetyl inh -1.1, S100A4 inh HTS -1.9, Xi reactivation 0.0, SIRT5 inh 0.5, ERAP1 HTS inh 3.9, Cneo AK release 1.0 and LGR2 antag 7.5.
Screening CC[C@]12c3[nH]c4ccccc4c3CCN1C(=O)C(CC(=O)NCCC1=CCCCC1)C[C@@H]2C(=O)N1CCN(C(=O)c2ccco2)CC1 (stereo partly specified) returned PGC1a acetyl inh 2.4, S100A4 inh HTS -1.1, C2C12 statin -2.0, Xi reactivation -0.1, SIRT5 inh -17.6, ERAP1 HTS inh -0.4, Cneo AK release 5.5 and LGR2 antag -1.8.
N#C/C(=C\Nc1ccc(Cl)cn1)S(=O)(=O)c1ccccn1 was read as S100A4 inh HTS 0.0, Xi reactivation 0.2, SIRT5 inh -2.8, ERAP1 HTS inh -0.3 and LGR2 antag -2.0.
`CCCCCOC(=O)c1ccc(OC(=O)c2cncc(Br)c2)cc1` gave PGC1a acetyl inh -3.3, C2C12 statin 5.0, Cneo AK release 0.2 and LGR2 antag -38.8.
`COc1ccc(-n2c(=S)[nH]c3cc(C(=O)Nc4ccc(C)c(F)c4)ccc3c2=O)c(OC)c1` gave S100A4 inh HTS 0.5, C2C12 statin 20.2, Xi reactivation 0.0, SIRT5 inh -0.7, ERAP1 HTS inh 0.2, Cneo AK release -0.9 and LGR2 antag 15.9.
Screening Cc1oc(-c2cccc(Cl)c2)nc1CS(=O)(=O)CC(=O)NCc1ccco1 returned PGC1a acetyl inh -3.6, S100A4 inh HTS 3.7, C2C12 statin -0.7, Xi reactivation 0.0, SIRT5 inh -2.7, ERAP1 HTS inh -1.3, Cneo AK release -1.4 and LGR2 antag 18.2.
For C[C@H](CO)N1C[C@H](C)[C@@H](CN(C)C(=O)Nc2cccc3ccccc23)OCCCC[C@H](C)Oc2ccc(NC(=O)Cc3ccccc3)cc2C1=O the results were PGC1a acetyl inh -26.9, S100A4 inh HTS 12.7, C2C12 statin 3.6, Xi reactivation -0.9, SIRT5 inh 6.9, ERAP1 HTS inh -1.8, Cneo AK release -0.1 and LGR2 antag -18.0.
Screening C[C@@H]1CN([C@H](C)CO)C(=O)c2cc(NC(=O)Nc3ccc(C(F)(F)F)cc3)ccc2O[C@@H](C)CCCCO[C@@H]1CN(C)C(=O)C1CCCCC1 returned PGC1a acetyl inh 14.0, S100A4 inh HTS 3.5, Xi reactivation 0.0, SIRT5 inh -6.2, ERAP1 HTS inh 2.4, Cneo AK release 2.2 and LGR2 antag 5.8.
For Cc1noc(C)c1CSc1nnc2ccccn12 the results were PGC1a acetyl inh -23.6, C2C12 statin -10.6, Cneo AK release -1.7 and LGR2 antag -13.4.
`C[C@@H]1CN([C@@H](C)CO)S(=O)(=O)c2ccc(C#Cc3ccccc3)cc2O[C@@H]1CN(C)C(=O)c1ccccn1` gave PGC1a acetyl inh -21.5, S100A4 inh HTS 4.5, C2C12 statin 18.1, Xi reactivation 0.4, SIRT5 inh 3.7, ERAP1 HTS inh 2.9, Cneo AK release 1.4 and LGR2 antag 6.4.
`CC(C(=O)O)N1C(=O)C2C3CC(C2C1=O)C1C(c2ccccc2)c2sc(=O)[nH]c2SC31` (stereo unspecified) gave PGC1a acetyl inh 1.7, S100A4 inh HTS 15.4, Xi reactivation -0.1, SIRT5 inh 8.7, ERAP1 HTS inh -6.2 and LGR2 antag -5.4.
COc1cc2c(cc1OC)C(C(=O)Nc1cc(C)c(OC)c(C)c1)CC(=O)N2 (stereo unspecified) was read as S100A4 inh HTS -1.6, C2C12 statin 13.2, Xi reactivation 0.0, SIRT5 inh -5.2, ERAP1 HTS inh 0.9, Cneo AK release -1.3 and LGR2 antag 2.5.
`CCC(=O)N[C@@H]1CC[C@H](CC(=O)NCc2cc(F)cc(F)c2)O[C@@H]1CO` gave PGC1a acetyl inh 1.3, S100A4 inh HTS 22.8, C2C12 statin 15.6, Xi reactivation 0.2, SIRT5 inh 0.4, ERAP1 HTS inh 1.7, Cneo AK release 1.3 and LGR2 antag -1.6.
For O=C(NCC[C@H]1CC[C@H](NS(=O)(=O)c2ccc(Cl)cc2)[C@@H](CO)O1)c1ccccc1F the results were PGC1a acetyl inh 1.4, S100A4 inh HTS 0.8, C2C12 statin -0.8, Xi reactivation -0.4, SIRT5 inh 0.2, ERAP1 HTS inh -1.6, Cneo AK release -3.8 and LGR2 antag -54.6.
CCC(C(=O)NC1CCCC1)n1c2ccccc2c2nc(=O)cc(C)n21 (stereo unspecified) was read as S100A4 inh HTS 0.0, C2C12 statin 20.6, Xi reactivation 0.1, SIRT5 inh -5.6, ERAP1 HTS inh -0.2, Cneo AK release -0.2 and LGR2 antag 6.0.
For CCNC(=O)C[C@H]1CC[C@H]2[C@H](COc3ccc(NC(=O)Nc4ccccc4C)cc3C(=O)N2C)O1 the results were PGC1a acetyl inh 2.0, S100A4 inh HTS -7.1, C2C12 statin 25.9, Xi reactivation 0.1, SIRT5 inh -0.5, ERAP1 HTS inh 1.8, Cneo AK release -3.8 and LGR2 antag -4.5.
Screening O=C(c1ccc(N2CCCC2)c([N+](=O)[O-])c1)N1CCN(c2ccccn2)CC1 returned PGC1a acetyl inh 1.7, S100A4 inh HTS 0.0, Xi reactivation 0.0, ERAP1 HTS inh -1.2 and LGR2 antag -15.1.
Screening CNC[C@H]1Oc2cc(Br)ccc2S(=O)(=O)N([C@@H](C)CO)C[C@H]1C returned PGC1a acetyl inh -1.1&-10.3&-6.4, S100A4 inh HTS 8.1&-10.1&-3.0, C2C12 statin -3.5&-2.4&2.7, Xi reactivation 0.1, SIRT5 inh 1.1&11.1&0.0, ERAP1 HTS inh 5.9&0.1&-0.2, Cneo AK release -1.1&-1.8&1.1 and LGR2 antag 9.3&-23.8.
For Cc1ccc(C(C)C)c(Oc2nnnn2-c2ccccc2)c1 the results were PGC1a acetyl inh -3.3, C2C12 statin 18.2, Cneo AK release -0.3 and LGR2 antag 3.2.
For O=[N+]([O-])c1cc2ccccc2nc1-c1ccccc1 the results were PGC1a acetyl inh -4.9, S100A4 inh HTS -3.7, C2C12 statin 4.7, Xi reactivation 0.1, ERAP1 HTS inh 3.1, Cneo AK release -1.0 and LGR2 antag -18.0.
`CN(Cc1ccco1)S(=O)(=O)c1nnc(NC(=O)c2ccc(F)cc2)s1` gave S100A4 inh HTS 0.4, C2C12 statin -14.6, Xi reactivation 0.0, SIRT5 inh -2.5, ERAP1 HTS inh 1.7, Cneo AK release 0.0 and LGR2 antag -5.4.
Cc1c(C)n(-c2ccccc2)c2ncnc(NCCN(C)C)c12 was read as PGC1a acetyl inh 6.4, S100A4 inh HTS 2.0, C2C12 statin -1.0, Xi reactivation 0.2, SIRT5 inh 0.9, ERAP1 HTS inh -0.6, Cneo AK release -2.5 and LGR2 antag -6.6.

Fetched by compound from above (2):
For Cc1ccc(C(C)C)c(Oc2nnnn2-c2ccccc2)c1 the results were PGC1a acetyl inh -3.3, C2C12 statin 18.2, Cneo AK release -0.3 and LGR2 antag 3.2.
Cc1c(C)n(-c2ccccc2)c2ncnc(NCCN(C)C)c12 was read as PGC1a acetyl inh 6.4, S100A4 inh HTS 2.0, C2C12 statin -1.0, Xi reactivation 0.2, SIRT5 inh 0.9, ERAP1 HTS inh -0.6, Cneo AK release -2.5 and LGR2 antag -6.6.
